PfHsp90 yeast 2 – growth inhibition of yeast expressing Plasmodium Hsp90; S. cerevisiae expressing PfHsp90, BacTiter-Glo ATP, 48 h; yeast lacking PDR1 and PDR3 efflux regulators; inhibition, % at 9.4 µM; actives 0.32% (n = 310,000);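 active = every replicate shows inhibition above about 80%, whatever the replicate mean, limit read from the data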;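 note: 0% = DMSO neutral controls and 100% = 20 µM radicicol positive controls; yeast relying on Plasmodium falciparum Hsp90 in place of its own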
PvdQ inh – P. aeruginosa PvdQ acylase inhibition | purified PvdQ acylase, fluorescence plate reader | inhibition, % at 10 µM | actives 0.063% (n = 340,000); in the data active = inhibition above about 30%, passing the limit was not always enough;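 note: 0% = vehicle neutral wells and 100% = reference inhibitor wells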
SR-BI HDL uptake – blocks mouse SR-BI lipid uptake from DiI-HDL; Q61009; ldlA[mSR-BI] CHO cells, DiI-HDL uptake fluorescence, 3 h; inhibition, % at 12.5 µM; actives 0.96% (n = 320,000);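 active = mean replicate inhibition of at least 70% and a set share of replicates each scoring 70 or more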;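 note: 0% = median of neutral control wells and 100% = median of positive control wells; values of inactives mirror those of a sister screen read the other way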
CAL PDZ FP-1 – CAL PDZ (human) peptide binding inhibition; actives 0.92% (n = 300,000); Q9HD26; purified CAL PDZ, TMR-peptide fluorescence polarization, 1 h; AID 602252; inhibition, % at 24.9 µM;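 active = mean inhibition of at least 30% with at least half of replicates also reaching 30%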;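 note: 0% = DMSO neutral control and 100% = excess unlabeled competitor peptide PRC23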
MITF TRPM1 HTS – increases MITF-driven TRPM1 promoter luciferase signal; SK-MEL-5 TRPM1-promoter luciferase, 24 h; % of positive control, neutral wells = 0; activation, % at 12.5 µM; actives 0.75% (n = 300,000);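 active = mean activation of at least 80% with every replicate also reaching 80%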;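 note: 0% = neutral control wells and 100% = parthenolide positive control wells; values of inactives mirror those of a sister screen read the other way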
NSD2 inh – inhibitors of human histone methyltransferase NSD2 | AID 743445 | inhibition, % at 12.5 µM | actives 0.54% (n = 310,000) | O96028 | NSD2 peptide methylation, AlphaScreen, 120 min; in the data active = inhibition above about 50%
Target sequence (O96028 whole entry, looked up): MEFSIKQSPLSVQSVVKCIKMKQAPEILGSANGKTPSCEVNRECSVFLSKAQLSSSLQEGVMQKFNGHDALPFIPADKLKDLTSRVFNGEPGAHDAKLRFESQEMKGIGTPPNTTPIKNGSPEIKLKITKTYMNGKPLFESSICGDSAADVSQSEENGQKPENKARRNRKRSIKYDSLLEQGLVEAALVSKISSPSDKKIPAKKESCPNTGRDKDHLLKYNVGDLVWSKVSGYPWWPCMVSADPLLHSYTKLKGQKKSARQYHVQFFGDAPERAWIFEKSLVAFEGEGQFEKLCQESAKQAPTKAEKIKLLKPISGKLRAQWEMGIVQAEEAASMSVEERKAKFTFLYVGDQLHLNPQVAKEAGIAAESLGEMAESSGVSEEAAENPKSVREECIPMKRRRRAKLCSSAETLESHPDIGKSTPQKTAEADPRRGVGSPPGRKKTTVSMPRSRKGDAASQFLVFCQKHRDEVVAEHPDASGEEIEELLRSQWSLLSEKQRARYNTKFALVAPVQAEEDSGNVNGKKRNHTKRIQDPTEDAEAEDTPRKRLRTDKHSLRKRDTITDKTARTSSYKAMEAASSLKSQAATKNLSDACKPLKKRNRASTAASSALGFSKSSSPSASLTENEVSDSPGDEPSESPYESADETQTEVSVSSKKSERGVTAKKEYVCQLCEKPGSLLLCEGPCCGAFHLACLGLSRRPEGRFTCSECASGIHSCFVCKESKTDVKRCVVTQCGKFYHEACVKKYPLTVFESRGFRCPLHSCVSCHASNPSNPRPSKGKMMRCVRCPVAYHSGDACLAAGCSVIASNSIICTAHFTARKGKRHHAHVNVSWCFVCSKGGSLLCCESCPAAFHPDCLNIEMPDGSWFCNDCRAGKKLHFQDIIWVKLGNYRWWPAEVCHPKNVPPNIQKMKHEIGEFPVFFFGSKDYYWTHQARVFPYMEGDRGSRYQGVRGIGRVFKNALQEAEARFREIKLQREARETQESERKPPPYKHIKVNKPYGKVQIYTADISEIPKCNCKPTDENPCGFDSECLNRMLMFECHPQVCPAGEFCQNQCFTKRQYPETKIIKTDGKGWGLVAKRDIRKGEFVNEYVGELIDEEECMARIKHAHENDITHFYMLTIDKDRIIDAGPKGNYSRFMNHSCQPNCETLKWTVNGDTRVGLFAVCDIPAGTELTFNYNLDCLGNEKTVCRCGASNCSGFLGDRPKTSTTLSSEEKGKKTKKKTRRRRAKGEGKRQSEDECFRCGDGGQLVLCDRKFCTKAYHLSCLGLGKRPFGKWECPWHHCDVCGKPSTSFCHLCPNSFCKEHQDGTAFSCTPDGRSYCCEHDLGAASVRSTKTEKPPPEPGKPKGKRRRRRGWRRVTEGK
Rtt109 HAT inh – C. albicans Rtt109 histone acetyltransferase inhibition | purified Rtt109/Vps75, ThioGlo CoA-SH fluorescence, 4 h | inhibition, % at 34.9 µM | actives 0.16% (n = 330,000) | AID 540336;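 active = inhibition of at least 50% in every replicate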
dFosB activator – mouse delta FosB homodimer activation; P13346; purified delta FosB, TAMRA-CDK5 oligo fluorescence polarization; percent of positive-control signal above neutral wells; activation, % at 25 µM; actives 0.99% (n = 340,000); AID 493131;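 active = mean activation above about 17%, with every replicate also reaching it, limit read from the data, passing the limit was not always enough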;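 note: fluorescence polarization rise as delta FosB binds a TAMRA Cdk5 AP-1 oligo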
SR-BI DiI-HDL act – enhances SR-BI lipid uptake from DiI-HDL; CHO ldlA[mSR-BI] cells, DiI-HDL uptake fluorescence, 3 h; 100 = double the neutral-control signal; activation, % at 12.5 µM; actives 0.096% (n = 320,000); AID 504775;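 active = mean replicate activation of at least 60% and every replicate at or above 60%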;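 note: 0% = median plate neutral-control signal and 100% = twice that signal; values of inactives mirror those of a sister screen read the other way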
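Material: SR-BI-overexpressing, LDLR-lacking CHO cells | Dosing: Single compound concentration, delivered by pin transfer | Probe or stimulus: Labelled HDL, 10 µg/mL | Signal: Bottom-read cell fluorescence after medium removal, ex 550/em 595 nm | Schedule: 3 h, 37 °C | Evaluation: HDL uptake via cellular fluorescence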
CAL PDZ FP-2 – inhibitors of human CAL PDZ peptide binding. purified CAL PDZ, TMR-peptide fluorescence polarization, 1 h. inhibition, % at 20 µM. actives 0.02% (n = 330,000). AID 504414;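 active = highest replicate inhibition of at least 40%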;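 note: plate controls were DMSO neutral control wells for no effect and unlabeled competitor peptide control wells for full effect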
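material = purified tagged CAL PDZ domain construct (CerCALP) | compound dosing = 20 µM, one dose | times = 1 h at RT | measured by = fluorescence polarization from S- and P-plane intensities, G-factor corrected | read-out = inhibition from polarization loss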
* hit, by the source's call; . = no result given.

cpd	SMILES	PfHsp90 yeast 2	PvdQ inh	SR-BI HDL uptake	CAL PDZ FP-1	MITF TRPM1 HTS	NSD2 inh	Rtt109 HAT inh	dFosB activator	SR-BI DiI-HDL act	CAL PDZ FP-2
1	COc1ccc([N+](=O)[O-])cc1N(CC(=O)NCCC1=CCCCC1)S(C)(=O)=O	49	-2	-34	0	-6	-3	0	-4	34	-2.1
2	CC(=O)c1ccc(OCC(O)Cn2nnc3ccccc32)cc1 (stereo unspecified)	-4	5	8	-4	43	-2	2	-7	-8	0.0
3	Cc1ccc(C)c(S(=O)(=O)N/N=C/c2ccc(N3CCOCC3)cc2)c1	4	-1	.	-1	-4	9	11	-7	.	-0.6
4	COc1ccc(NC(=O)CNS(=O)(=O)c2ccc3nc(C)sc3c2)c(OC)c1	-13	-7	-36	-2	9	-7	-5	0	36	0.0
5	COc1ccc(/C=N/NC(=O)c2ccncc2)cc1CN1CCCc2ccccc21	.	-11	.	2	-10	.	13	-19	.	0.6
6	CCc1ccc(OC)c(-c2csc(N)n2)c1	.	-9	5	2	-2	12	-7	-3	-5	0.0
7	CCOc1cc(C2NC(=O)NC(O)(C(F)(F)F)C2C(=O)c2ccc(Cl)cc2)ccc1O (stereo unspecified)	-4	-8	-4	-3	2	2	3	-8	4	-2.5
8	COc1cc(S(=O)(=O)Nc2ccc(C)cc2)ccc1NC(=O)c1ccncc1	-4	-9	11	-4	-5	-1	7	-8	-11	-2.8
9	NNC(=O)c1cnn(-c2ccccc2)c1-n1cccc1	10	-7	-9	-1	3	3	1	-12	9	-0.7
10	CCOC(=O)N1CCN(C(=O)c2ccc(N3CC4CC(C3)c3cccc(=O)n3C4)c(NC(=O)c3ccc(F)cc3)c2)CC1 (stereo unspecified)	6	-8	-13	-2	-8	-5	6	-4	13	-2.1
11	CC(=O)c1c(C)n(-c2ccccc2)c2ccc(OCC(N)=O)cc12	-2	3	34	-1	-1	-3	-7	-4	-34	0.1
12	CC(NS(=O)(=O)c1ccc(Br)cc1)C(N)=O (stereo unspecified)	.	-17	2	.	9	0	-26	-4	-2	-0.6
13	Cn1cccc1C(=O)N/N=C/c1c(Cl)cccc1Cl	0	2	6	1	92*	-2	1	-1	-6	-0.4
14	O=C(CSCC(=O)OCC(=O)c1ccc(Br)cc1)Nc1ccc(Br)cc1	-21	-7	-30	-3	-2	5	-17	-4	30	-5.2
15	O=[N+]([O-])c1c(NCCO)cc(N2CCCCC2)c2nonc12	9	-7	-6	-1	-5	3	8	-4	6	-2.0
16	COc1cccc(OC)c1C(=O)Nc1ccnn1C	21	-19	-12	-1	-1	-3	0	4	12	-0.4
17	COc1ccc(N(CC(=O)Nc2ccc(S(=O)(=O)N3CCCC3)cc2)S(C)(=O)=O)cc1OC	2	-3	-27	-5	.	-3	-8	-8	27	-3.0
18	O=C(NCCN1CCN(c2ccccc2)CC1)C1(S(=O)(=O)c2ccc(Cl)cc2)CC1	25	-8	19	.	.	.	-6	2	-19	-0.3
19	COc1ccc(C2C(C(=O)N3CCN(c4ccccc4F)CC3)c3ccccc3C(=O)N2C)cc1 (stereo unspecified)	.	-8	-8	-2	.	.	0	-14	8	-0.2
20	COc1cc(C(=O)OCC(=O)N(CC(C)C)C2CCS(=O)(=O)C2)ccc1OCC(C)C (stereo unspecified)	10	-9	14	0	21	-2	-13	-12	-14	0.3
21	O=C(Nc1cccc(Cl)c1)N(Cc1nc2ccccc2c(=O)[nH]1)C1CCCC1	-1	0	47	-4	14	0	-11	-15	-47	.
22	CC(C)C(=O)Nc1ccc(S(=O)(=O)Nc2ccccn2)cc1	-6	-16	-6	-1	6	-10	-7	-2	6	-0.5
23	Cc1ccccc1NC(=O)c1cccc(S(=O)(=O)Nc2cccc(C(=O)O)c2)c1	21	-17	0	-3	2	2	-3	5	0	0.0
24	COc1ccc(OC)c(-c2cc(C(=O)N3CCOCC3)no2)c1	2	-3	25	-3	20	-1	-6	0	-25	-0.1
25	CC(=O)c1sc(NC(=O)CN2C(=O)CCC2=O)nc1C	-4	-8	-24	.	.	-3	-21	-3	24	0.3
26	Cc1c(-c2ccc(F)cc2)[n+](=O)c(-c2ccc(F)cc2)c(C)n1[O-]	.	-5	12	.	.	14	12	4	-12	-0.1
27	Cc1cc(C)c(S(=O)(=O)N2CCCCC2CCNC(=O)C(=O)NCCN2CCOCC2)c(C)c1 (stereo unspecified)	4	-4	9	-3	-7	0	0	5	-9	-5.0
28	CCC(C)(C)n1nnnc1C(c1ccc(O)c(OC)c1)N1CCc2ccccc2C1 (stereo unspecified)	16	-14	-5	.	-16	3	2	-5	5	0.8
29	O=C(O)c1cc(S(=O)(=O)NCC2COc3ccccc3O2)ccc1Cl (stereo unspecified)	-18	-4	-18	-8	0	-2	2	-1	18	-2.7
30	c1ccc(CSc2ncnc3c2cnn3-c2ccccc2)cc1	-5	0	5	2	11	-1	-5	13	-5	-0.4
31	O=C(NCc1ccccc1)c1cccc2c1C(=O)c1ccc(/C=C/c3ccccc3)cc1S2(=O)=O	10	7	26	-3	-1	.	-4	4	-26	-0.3
32	Cc1ccc(CSCCNC(=O)/C=C/c2ccc(Cl)cc2)cc1	.	18	-24	-3	7	-1	1	0	24	0.6
33	CC[n+]1ccccc1/C=C/c1ccc(N(C)C)cc1	-1	6	-5	-4	-37	11	19	-3	5	-2.8
34	CC(C)N(C(=O)[C@H]1CC(CC(=O)NCC23CC4CC(CC(C4)C2)C3)C(=O)N2CCc3c([nH]c4ccccc34)[C@]12C)C(C)C (stereo partly specified)	-16	7	39	-3	-16	.	3	-9	-39	-0.6
35	O=C(CSc1nnc(-c2ccccc2Br)o1)N1CCOCC1	-49	-2	-13	-1	64	-6	3	-19	13	-0.1
36	CCCS(=O)(=O)NCCc1cc2ccc(C)cc2[nH]c1=O	-12	-14	1	-4	10	-4	-19	-10	-1	-2.7
37	CC(C)CN(C(=O)C1CC1)C1CCS(=O)(=O)C1 (stereo unspecified)	-1	-12	0	-7	-2	.	-1	1	0	-2.7
38	COc1ccccc1NC(=O)N1CCCC(CNC(=O)c2ccccc2Cl)C1 (stereo unspecified)	17	-8	-9	1	-3	-3	18	0	9	-1.9
39	C#CCNC(=O)C1=C[C@@H](c2ccccc2)C[C@@H](OCc2ccc(CO)cc2)O1	4	-8	-2	-1	4	.	3	-2	2	-0.1
40	N#Cc1ccccc1OCC(=O)Nc1ccccc1C(=O)NC1CC1	.	-11	-11	-2	-17	1	-3	-1	11	-0.7
41	Cc1onc(-c2ccccc2)c1C(=O)NN1CCOCC1	2	4	-1	-2	.	0	-2	3	1	-0.2
42	O=C(CSc1cn(CCNC(=O)c2ccc3ccccc3c2)c2ccccc12)NCc1ccco1	2	8	59	.	.	.	3	-16	-59	-0.4
43	CC(C)NC1=C(Cl)C(=O)c2ccccc2C1=O	-20	-1	-23	-2	-78	34	6	-5	23	-1.6
44	Cc1cccc2c1CC(C)(C)N/C2=C\C(N)=O	19	-9	11	1	23	-1	4	-3	-5	0.0
45	Cc1cc(C)n(-c2ccnc3cc(Cl)ccc23)n1	5	-12	-17	3	.	-1	-8	-2	17	0.5
46	CC1CCCCN1C(=O)NC1CC(=O)N(c2ccc3c(c2)OCCO3)C1 (stereo unspecified)	.	4	-19	-2	5	1	6	5	19	-1.2
47	CCCCC(=O)Nc1ccc(NC(=O)CC)cc1OC	.	-11	30	0	.	0	-5	2	-30	-4.5
48	O=C(O)C1CC=CCC1C(=O)Nc1ccccc1C(=O)N1CCN(c2ccc(Cl)cc2)CC1 (stereo unspecified)	-30	11	3	8	0	-3	19	0	-3	-1.4
49	CCOC(=O)C1CNc2cc(S(=O)(=O)CC)ccc2O1 (stereo unspecified)	.	-25	12	-1	-2	4	0	-3	-12	0.4
50	CCCN=Cc1sc2ccc(OCC)cc2c1O	-60	-1	27	2	101*	5	.	4	-27	-1.6
51	O=C(CNC(=O)Cc1cccc2ccccc12)NCc1ccccc1F	-18	0	-1	-4	-1	0	-1	3	1	-0.2
52	O=C(NCC1CCCO1)c1ccc(CS(=O)(=O)Cc2ccc(F)cc2)o1 (stereo unspecified)	-7	25	-7	-4	-13	0	10	2	7	-0.1
53	O=C(CC(=O)N/N=C\c1ccccc1)NCCc1ccccc1	1	-3	-17	-6	.	-3	-16	1	17	-2.1
54	O=C(NNC(=O)c1ccc(F)c(S(=O)(=O)N2CCOCC2)c1)c1ccc([N+](=O)[O-])cc1	-10	-2	17	-1	0	-4	-2	-3	-17	-2.1
55	COc1ccc(OC)c(CC(NC(C)=O)C(=O)NC2CCN(C(=O)c3cccc(C)c3)CC2)c1 (stereo unspecified)	9	-13	.	-2	2	-2	-5	-12	.	-2.5
56	CNc1nc(Nc2ccc(Br)cc2)nc(N)c1[N+](=O)[O-]	-21	14	21	-4	10	18	13	0	-21	-1.2
57	CCOC(=O)C1(CC2CCCCO2)CCN(C(=O)Nc2cccc(SC)c2)CC1 (stereo unspecified)	-4	-9	54	-5	1	-2	5	-6	-54	0.2
58	O=C(/C=C/c1ccco1)N(Cc1ccccc1)C1CCS(=O)(=O)C1 (stereo unspecified)	16	-11	-4	.	.	2	7	-6	4	-0.8
59	C(/CCc1ccccc1)=N\Nc1nc2ccccc2[nH]1	-45	-4	-1	0	5	3	1	-3	1	0.5
60	COc1cc(CCC(=O)OCC(=O)c2ccc[nH]2)cc(OC)c1OC	-1	-9	19	-2	-2	1	-2	-6	-19	-1.3

Along the list, quoted from above:
SR-BI DiI-HDL act for entries 48–51, in order: -3, -12, -27, 1

More results.
cpd	SMILES	PfHsp90 yeast 2	PvdQ inh	SR-BI HDL uptake	CAL PDZ FP-1	MITF TRPM1 HTS	NSD2 inh	Rtt109 HAT inh	dFosB activator	SR-BI DiI-HDL act	CAL PDZ FP-2
61	Cc1ccc(NC(=O)C(C)N2C(=O)c3ccccc3C2=O)cc1C (stereo unspecified)	9	-4	0	-4	9	-20	3	2	0	-0.9
62	O=C1C(Cl)=C(Nc2ccc(F)cc2)C(=O)N1CCc1ccccc1	-25	-4	-30	-1	28	0	.	-7	30	-2.7
63	CC(=O)c1ccc(S(=O)(=O)N2CCCCC2C(=O)O)cc1 (stereo unspecified)	-1	9	-4	10	2	-1	7	-7	4	-1.3
64	O=c1cc(-c2ccccc2)[nH]n1-c1nc2ccccc2[nH]1	-2	-8	.	0	-13	-4	8	-6	.	-1.5
65	Cc1ccc(CS(=O)(=O)CCC(=O)NC2CC2)cc1	.	-14	-35	-7	3	14	-7	-1	35	1.1
66	C=C(Br)Cn1cnc2ccccc21	0	-3	1	0	6	-2	-1	3	-1	-0.1

Three compounds from above, sorted by the value under CAL PDZ FP-1, rising:
cpd	structure	PvdQ inh	SR-BI HDL uptake	CAL PDZ FP-1	MITF TRPM1 HTS	NSD2 inh	Rtt109 HAT inh	dFosB activator	SR-BI DiI-HDL act	CAL PDZ FP-2
56	CNc1nc(Nc2ccc(Br)cc2)nc(N)c1[N+](=O)[O-]	14	21	-4	10	18	13	0	-21	-1.2
27	Cc1cc(C)c(S(=O)(=O)N2CCCCC2CCNC(=O)C(=O)NCCN2CCOCC2)c(C)c1 (stereo unspecified)	-4	9	-3	-7	0	0	5	-9	-5.0
50	CCCN=Cc1sc2ccc(OCC)cc2c1O	-1	27	2	101*	5	.	4	-27	-1.6

Screening results as filed in PubChem.
